# Bioassay records: PubChem, Sanford-Burnham Center for Chemical Genomics
# TAG inh – inhibitors of triacylglycerol accumulation | H9c2 cells, Nile Red lipid (TAG) fluorescence; cells loaded with 200 µM oleic acid | inhibition, % at 12.5 µM | 0.66% of 230,000 active | AID 651582;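 active means pattern-corrected inhibition of lipid staining of at least 50% with the nuclear-stain viability signal not falling by more than 50%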;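 further: 0% = DMSO wells and 100% = triacsin C control wells; some results filed as inactive read as strong as hits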
# TAG inh DAPI viability – also measured in TAG inh; calls as there; DAPI nuclei signal change (viability), lower = more cytotoxic, %;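 whole-well DAPI fluorescence read on a plate reader as a viability signal; minus 50 percent equals half of cells still viable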
# The depositor's hits bear a star. The list is partial; rates above refer to the full screens.
structure	TAG inh DAPI viability	TAG inh
O=C(NC1CCCCC1)c1cccc(S(=O)(=O)N2CCOCC2)c1	-4	-1
O=C(C1CCN(C2CCN(Cc3ccc4c(c3)CCO4)CC2)CC1)N1CCCC1	5	3
COc1cc(C(=O)Nc2ccc(S(=O)(=O)Nc3nccc(C)n3)cc2)cc(OC)c1OC	0	2
CCOc1ccc(C(=O)NCC(=O)NCC(c2ccco2)N2CCCCC2)cc1OCC (stereo not given)	2	9
COc1ccc(-n2cc(-c3ccc(Br)cc3)[nH]c2=S)cc1	-5	24
CSCCC(NC(=O)c1ccco1)C(=O)N(C)CC(=O)Nc1c(Cl)cccc1Cl (stereo not given)	10	-3
Cc1ccc(-c2cn3c(n2)CCCC3)cc1	15	0
O=C(O)CCN1CC2([N+](=O)[O-])C=CC(=O)C([N+](=O)[O-])(C1)C2CC(=O)c1ccccc1 (stereo not given)	9	-7
COc1ccc(C(=O)Nc2cccc(S(=O)(=O)N3CCCC3)c2)cc1S(=O)(=O)N1CCOCC1	0	-11
CN1CCN(c2ccc([N+](=O)[O-])cc2NC(=O)c2ccco2)CC1	-10	9
Brc1ccc2nc3c(n2c1)CCCC3	21	-16
O=C(Nc1cccc(S(=O)(=O)NC2=NCCC2)c1)c1cc(F)c(F)c(F)c1F	7	-1
O=C(CNS(=O)(=O)c1ccccc1)N/N=C/c1ccncc1	-5	30
Cn1c(NCc2ccccc2F)nc2cc(-c3ccsc3)sc2c1=O	2	18
O[C@@H](CNC[C@H](O)c1ccccc1)c1ccccc1	9	-17
N#CC1=C(N)N(c2ccc(Br)cc2)C2=C(C(=O)CCC2)C1c1cccnc1 (stereo not given)	20	-31
CC(C(=O)O)C1SC(=O)NC1=O (stereo not given)	1	5
CCc1nc(SCC(=O)N2CCOCC2)c2c(=O)n(C)c(=O)n(C)c2n1	7	3
O=C(NCCOC(=O)c1ccncc1)c1ccccc1	-13	-3
COC(=O)c1sc(-c2ccc(C(C)(C)C)cc2)cc1NC(=O)/C=C/C(=O)O	-15	41
COc1ccc(CCNC(=O)CS(=O)(=O)c2cn(CC(=O)N3CCOCC3)c3ccccc23)cc1OC	1	1
CC1=CCC2C(=O)N(c3ccc(C(=O)N4CCCCCC4)cc3)C(=O)C2C1 (stereo not given)	-6	7
CC(=O)Nc1ccc(S(=O)(=O)NC(C)C(=O)NCC(c2ccco2)N2CCCCC2)cc1 (stereo not given)	6	-20
CCOC(=O)c1c(N)sc2c1CCCC2=O	5	2
O=C1C2C3C=CC(C4CC34)C2C(=O)N1c1nccs1 (stereo not given)	-5	5
COc1ccccc1-n1c(-c2cc(-c3ccco3)[nH]n2)n[nH]c1=S	1	1
CCC(C)S(=O)(=O)c1snnc1C (stereo not given)	0	-16
CCOC(=O)CNC=C(C(=O)OCC)C(=O)OCC	2	-5
CC1CCc2nc(N)c(C#N)c(-c3ccncc3)c2C1 (stereo not given)	-35	40
CSc1nccc(Nc2ccccc2)c1C#N	-6	-5
CC1Cc2ccccc2N1c1nc(C2CC2)nc2c1nnn2Cc1ccccc1 (stereo not given)	7	13
O=C(COC(=O)/C=C/c1cccc(C(F)(F)F)c1)NC(=O)NC1CCCC1	2	5
CCCCCn1cnnc1SCC(=O)c1ccc2c(c1)OCO2	-5	19
Cn1cc2cccc([N+](=O)[O-])c2n1	-4	12
CCCNC(=O)c1noc2c1CCc1cc(OC)ccc1-2	3	-11
O=C(O)c1ccccc1-c1ccc(/C=C/c2cc(C(F)(F)F)[nH]c(=O)n2)o1	-5	1
Clc1ccc(OCCNCCc2ccccc2)cc1	4	-10
CCOc1ccc2oc(C(=O)N3CCN(c4ccccc4OCC)CC3)c(C)c2c1	2	-10
CCc1nc2c(OCc3ccc(C(F)(F)F)cc3)cccn2c1N(C=O)Cc1ccc(OC)cc1	-4	-7
O=C(NNC(=S)NCCc1ccccc1)c1ccc(Br)s1	11	-13
COc1ccc(CCNC(=S)N2CCN(S(=O)(=O)c3ccc(C)cc3)CC2)cc1	1	2
CC(Sc1nc2ccccc2c(=O)n1CC1CCCO1)C(=O)Nc1ccc(S(N)(=O)=O)cc1 (stereo not given)	-15	17
O=C(CSc1nnc(Nc2ccccc2)s1)NC1CCCC1	-8	14
COC(=O)c1ccccc1NC(=O)c1sc(N)nc1C	-8	13
CCN(CC)CCN1C(=O)C(=O)/C(=C(/O)c2ccncc2)C1c1ccccc1F (stereo not given)	-9	2

# Compounds shown so far containing a Cl atom, in the order listed:
structure	TAG inh DAPI viability	TAG inh
CSCCC(NC(=O)c1ccco1)C(=O)N(C)CC(=O)Nc1c(Cl)cccc1Cl (stereo not given)	10	-3
Clc1ccc(OCCNCCc2ccccc2)cc1	4	-10

# The list goes on:
structure	TAG inh DAPI viability	TAG inh
C/C(=N/Nc1ncc(Br)cn1)c1ccc([N+](=O)[O-])cc1	0	-12
O=C(NCCN1CCCCCC1)c1ccc(N2CCCC2=O)cc1	-9	11
CC(=O)N/N=C(\C)CC(=O)NC(C)(C)C	7	2
O=C(COC(=O)c1cc(Cl)cc(Cl)c1)NCc1ccco1	0	4
Nc1ccc(C23CC4CC(CC(C4)C2)C3)cc1	-5	-9
Cn1c(N)c(C(=O)CSc2nc(C3CC3)n(-c3ccccc3)n2)c(=O)[nH]c1=O	6	-2
COc1ccc(/C=C2\SC(=S)N(c3cccnc3)C2=O)cc1	-3	-7
O=C(CCCC(=O)NCCc1ccccc1)NCCc1ccccc1	3	-3
CCN(CC)S(=O)(=O)c1cc(NC(=O)[C@@H](NC(N)=O)C(C)C)ccc1C	1	10
COc1ccccc1N1CCN(C(=O)CCCCCn2c(=O)[nH]c3ccsc3c2=O)CC1	-8	-10
CN(C)/C=C(\C#N)C(=O)N/N=C/c1ccc(F)cc1	5	10
CCN1CCc2c(sc(NC(=O)c3ccc(S(=O)(=O)N4CCCCCC4)cc3)c2C(=O)NC)C1	-1	4
O=C(Nc1ccccc1)N1CCN(Cc2ccccc2)CC1	1	2
O=[N+]([O-])c1ccccc1Oc1ccc(C(F)(F)F)cn1	-7	22
Cc1ccc2nc(SCC(=O)Nc3nonc3N)[nH]c2c1	2	12

# Profiles as entered above:
# `C/C(=N/Nc1ncc(Br)cn1)c1ccc([N+](=O)[O-])cc1` across the screens: TAG inh DAPI viability = 0; TAG inh = -12
# `CCN(CC)S(=O)(=O)c1cc(NC(=O)[C@@H](NC(N)=O)C(C)C)ccc1C` across the screens: TAG inh DAPI viability = 1; TAG inh = 10

# (cont.)
structure	TAG inh DAPI viability	TAG inh
O=S(=O)(O)c1ccc(N=Nc2ccccc2)cc1	3	-9
COc1cc(NS(=O)(=O)c2ccc(N/C=C(\C#N)c3nc4ccccc4o3)cc2)nc(OC)n1	-3	19
Oc1[nH]c2ccccc2c1N=Nc1nncc2ccccc12	10	4
CN1CCN(C(=O)/C=C/c2ccc(Cl)cc2)CC1	2	-17
CN(C(=O)c1ccccc1)c1nc2ccccc2s1	6	-21
C=CCC(NCc1ccccc1)c1ccc(OC)cc1 (stereo not given)	-6	9
CCc1nc2ccc(C(=O)N(C)C(C)C)cn2c1N(CC)Cc1cccc(Br)c1	5	-6
CC(C)(C)OC(=O)N1CCC(NC(=O)c2[nH]cnc2C(=O)Nc2cccc(Cl)c2)CC1	10	7
COc1ccc(-n2ncc3c(NC(C)C)ncnc32)cc1	-2	18
O=C(N/N=C/c1ccccc1C(=O)O)c1ccncc1	-7	6
CCSCCOC(=O)C1=C(C)N(C)C(=O)NC1c1cc(OC)ccc1OC (stereo not given)	6	-5
COc1ccc(OC)c(NC(=O)CCN2CC(C)CC(C)C2)c1 (stereo not given)	2	1
Cc1cc(C(=O)OCC(=O)Nc2nccs2)c2ccccc2n1	0	0
CCCCn1c(N)c(N(CCC(C)C)C(=O)c2cccc(N3C(=O)c4ccccc4C3=O)c2)c(=O)[nH]c1=O	-5	-2
C[C@@H]1CN([C@@H](C)CO)C(=O)CCCn2nncc2CO[C@H]1CN(C)S(=O)(=O)c1ccccc1C#N	16	8
CC(C)(C)OC(=O)NCc1ccc(CNC(=O)c2nc[nH]c2C(=O)NCc2ccccc2)cc1	3	13
Cn1c(N)c(Br)c(-c2ccc(F)cc2)c(C#N)c1=O	8	3
O=C(Nc1cccc(S(=O)(=O)N2CCOCC2)c1)c1cc(S(=O)(=O)N2CCOCC2)c(Cl)cc1Cl	-5	13
C[C@@H]1CCC[C@@]2(O[C@H](CCO)C[C@H](O)[C@H]2O)O1	-25	-6
Cc1nn(C(C)(C)C)c(OC(=O)c2cccs2)c1S(=O)(=O)c1ccccc1	-15	1
Cc1cccc(NS(=O)(=O)c2cccc(C(=O)NCC3(N4CCOCC4)CCCCC3)c2)c1	-4	-5
COc1ccc(OC)c(-n2c(-c3cc(-c4ccc(F)cc4)n[nH]3)n[nH]c2=S)c1	-3	0
CCN(CC(=O)NC(C)(C)C)Cc1nc2c(Br)cc(Br)cc2c(=O)[nH]1	5	1
CC(=O)c1cc(C)c(OC(=O)c2ccccc2)c(C)c1	4	-22
Cc1ccc(NC(=O)CN2C(=O)C3CC=CCC3C2=O)cc1S(=O)(=O)N1CCOCC1 (stereo not given)	6	-14
CCC/C=N/NC(=O)c1cccc(Br)c1	11	-11
COc1ccc(S(=O)(=O)N2CCC(C(=O)NCCOc3ccccc3F)CC2)cc1OC	2	-4
CCN(CC)CCN1C(=O)c2oc3ccccc3c(=O)c2C1c1cccc(Br)c1 (stereo not given)	2	-8
O=C(Nc1ccc(OC(F)(F)F)cc1)c1cnccn1	4	-16
Cc1ccc(CNC(=O)CCCNS(=O)(=O)c2cccc3nonc23)cc1	6	-2
COC(=O)c1cn(CC(=O)NC2CCCCCC2)c2ccccc12	13	5
O=C(c1c[nH]c2ccc(S(=O)(=O)N3CCC4(CC3)OCCO4)cc2c1=O)N1CCOCC1	19	-9
COc1ccc2cc(C(=O)Nc3ccc(S(N)(=O)=O)cc3)sc(=O)c2c1OC	-7	9
COc1ccc(CCNC(=O)COC(=O)C2COc3ccccc3O2)cc1 (stereo not given)	3	5
O=C(c1ccc(Br)cc1)c1sc(N2CCOCC2)nc1-c1ccccc1	8	-6
O=C(CNC(=O)c1ccc2c(c1)OCCO2)N/N=C/c1cccc(Br)c1	-6	-6
COc1ccc(S(=O)(=O)N2CCOC2CNC(=O)C(=O)NCc2ccccn2)cc1OC (stereo not given)	20	4
C/C(N)=C(/C#N)C(=O)COC(=O)C1CCN(C(=O)c2ccc(Cl)cc2)CC1	12	1
CCc1nc(C)cn1S(=O)(=O)c1cc(F)ccc1OC	-2	-7
Clc1ccc(Cn2nnc(-c3ccccc3)n2)cc1	-3	12
Cc1nn(C)c(Oc2ccccc2)c1[N+](=O)[O-]	-7	-12
COc1cc2c(cc1OC)C(c1cccs1)CC(=O)N2 (stereo not given)	-2	0
CCCc1cc(=O)[nH]c(SCC(=O)c2c(N)n(C)c(=O)n(C)c2=O)n1	4	3
O=C(Nc1ccc2c(c1)OCO2)C1CC(=O)N(CCc2ccccc2)C1 (stereo not given)	2	22
O=C1N[C@@H](c2ccccc2)COC(=O)[C@@H](Cc2ccc(F)cc2)C/C=C\C[C@@H]1CC(=O)N(CCO)Cc1ccccc1	-3	13
COc1cc(C(=S)N2CCN(c3cccc(Cl)c3)CC2)ccc1O	7	8
O=C(CNC(=O)c1ccccc1F)NCCN1C(=O)S/C(=C\c2ccc3c(c2)OCO3)C1=O	-1	27
COc1ccc(C2=CC(c3ccc(OC)c(OC)c3)n3nnnc3N2)c(OC)c1 (stereo not given)	29	-30
COc1ccc(C(=O)N2CCN(c3ccc(C)cc3C)CC2)cc1OC	-2	11
c1ccc2c(c1)NCCS2	-4	1
COc1ccccc1N1CCN(C2CCCN(C(=O)c3ccoc3C)C2)CC1 (stereo not given)	4	8
CCCCN1CC(=O)N2[C@H](c3ccc(OC)cc3)[C@@H]3C(=O)N(CC)C(=O)[C@@H]3[C@]2(C)C1=O	-8	0
CCOC(=O)C1(Cc2ccccc2)CCN(Cc2cn[nH]c2-c2ccccc2)CC1	24	10
COc1ccc(C)cc1NC(=O)NCCCCc1ccccc1	-1	-22
COCCCNC(=O)CC1C[C@H](C(=O)N2CCOCC2)[C@@]2(C)c3[nH]c4ccc(OC)cc4c3CCN2C1=O (stereo not given in full)	-2	11
O=C(NCc1nnc(SCC(=O)N2CCCCC2)o1)c1c(F)cccc1F	8	1
C=C(C)Cn1c(Sc2nnc(C)s2)nc2c1c(=O)[nH]c(=O)n2C	-1	3
COc1cc(C(=O)OCC(=O)c2cc(C)n(CC3CCCO3)c2C)cc(OC)c1C (stereo not given)	2	-8
Nc1ncnc2c1ncn2[C@@H]1O[C@H](CNS(=O)(=O)c2cc3ccccc3s2)[C@@H](O)[C@H]1O	-9	-2
COc1cccc(/C=N/NC(=O)CCNc2n[nH]c(=O)[nH]c2=O)c1OC	-14	-12
COc1ccc(NC(=O)CCC(=O)N2CCN(S(=O)(=O)c3ccc(C)cc3)CC2)c(OC)c1	-1	5
CC(C)CCNc1nc(N2CCCC2)c2c(c1C#N)CCN(C)C2	15	8
C[C@H](CO)N1C[C@H](C)[C@@H](CN(C)C(=O)Nc2ccccc2)Oc2ccc(NC(=O)C3CCCCC3)cc2C1=O	0	-11
